# EP2 mod: EP2 receptor modulators, cAMP readout, primary screen, cell-based, HTRF cAMP, PGE2 stimulation. AID 940, 2007. EP2-expressing cells, cAMP HTRF FRET, PGE2 co-stimulation. induction, % at 25 µM. hit rate 0.83% among 260,000;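 active = compounds whose cAMP rise, as percent of the full-agonist control response, exceeds 60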;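 also: rat C6 glioma line stably carrying human EP2 under a CMV promoter; the protocol text gives 20 µM as final concentration; 100% = response of wells given 1 µM PGE2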
# TRPML3 ag: human TRPML3 channel agonists, primary screen, cell-based, HEK293 TRPML3-YFP, Fluo-8 calcium fluorescence, 3 µM. Mucolipin-3 (Homo sapiens), Q8TDD5. 100% = the carbachol control signal. activation, % at 3 µM. hit rate 0.29% among 220,000;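 active = activation above its plate's cutoff, the mean activation of the plate's test wells plus 3 SD, cut at about 12% in these data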;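 also: 0% = DMSO only wells and 100% = carbachol wells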
#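 Test system: HEK293 cells stably carrying human TRPML3-YFP; Doses: single dose, 3 µM final nominal compound, 0.3% DMSO final; Schedule: dye loading 1 h 37 °C then 30 min ambient, 125 s read; Technique: Fluo-8 calcium fluorescence; Benchmarks: high control carbachol 87 µM, low control DMSO.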
# NPY2 pot ag: NPY-Y2 potentiators or agonists, primary screen, cell-based; Neuropeptide Y receptor type 2 (Homo sapiens), P49146; cells expressing NPY-Y2, potentiator/agonist read-out; activation, % at 3.6 µM; hit rate 0.45% among 220,000; in the data active = activation above about 27%;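 also: cells stimulated with NPY near EC25 plus isoproterenol at EC100; 0% = vehicle plus submaximal agonist and 100% = vehicle plus saturating agonist; some results beyond the cut were filed as inactive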
# Target sequence (P49146 whole entry, looked up): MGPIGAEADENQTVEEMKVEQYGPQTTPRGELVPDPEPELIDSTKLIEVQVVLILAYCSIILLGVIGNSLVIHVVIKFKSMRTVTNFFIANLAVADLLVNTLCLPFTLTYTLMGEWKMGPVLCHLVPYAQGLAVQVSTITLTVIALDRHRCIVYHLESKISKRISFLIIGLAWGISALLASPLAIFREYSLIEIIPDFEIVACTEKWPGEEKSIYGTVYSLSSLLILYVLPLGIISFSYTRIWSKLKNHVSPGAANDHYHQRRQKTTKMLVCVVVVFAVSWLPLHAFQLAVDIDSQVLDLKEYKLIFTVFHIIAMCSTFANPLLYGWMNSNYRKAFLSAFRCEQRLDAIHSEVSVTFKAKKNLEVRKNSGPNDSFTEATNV
# S1P4 agonist: S1P4 receptor agonists, primary screen, cell-based; Sphingosine 1-phosphate receptor 4 (Homo sapiens), O95977; S1P4-expressing cell line, agonist reporter assay; activation, % at 4.98 µM; hit rate 0.35% among 220,000; AID 1509, 2009; in the data active = activation above about 11%;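 also: 0% = DMSO vehicle and 100% = reference agonist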
# Target sequence (O95977 whole entry, looked up): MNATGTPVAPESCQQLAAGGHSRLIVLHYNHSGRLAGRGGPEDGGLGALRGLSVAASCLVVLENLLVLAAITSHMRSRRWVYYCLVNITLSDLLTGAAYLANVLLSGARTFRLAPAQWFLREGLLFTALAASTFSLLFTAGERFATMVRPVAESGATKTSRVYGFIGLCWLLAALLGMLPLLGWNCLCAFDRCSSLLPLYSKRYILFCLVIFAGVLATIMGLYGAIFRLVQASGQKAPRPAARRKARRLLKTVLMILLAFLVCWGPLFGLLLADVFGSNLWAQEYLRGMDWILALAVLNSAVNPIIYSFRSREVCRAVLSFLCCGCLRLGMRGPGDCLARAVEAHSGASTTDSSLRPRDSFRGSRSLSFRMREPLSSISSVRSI
# CHOP inhibitor: inhibitors of CHOP promoter induction, primary screen, cell-based, unfolded protein response, luciferase reporter; hit rate 3.8% among 220,000; CHO-K1 CHOP-promoter luciferase, tunicamycin-induced, 15-18 h; inhibition, % at 10 µM;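 active = compounds that reduced the stress-induced luciferase reporter signal by more than about 70% of percent inhibition, limit read from the data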;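 also: 0% = tunicamycin plus vehicle and 100% = wells without tunicamycin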
# S1P4 antag: S1P4 receptor antagonists, primary screen, cell-based | Sphingosine 1-phosphate receptor 4 (Homo sapiens), O95977 | S1P4-expressing cells, antagonist mode, reporter read-out | inhibition, % at 4.98 µM | hit rate 0.26% among 220,000 | AID 1510, 2009; in the data active = inhibition above about 29%;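 also: 0% = wells stimulated with agonist and 100% = vehicle wells without agonist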
# NPY Y1 blocker: NPY-Y1 receptor antagonists, primary screen, cell-based; AID 1040, 2008; inhibition, % at 3.6 µM; HEK293-CNG Y1 cells, membrane potential fluorescence; NPY at EC95, then isoproterenol; hit rate 1% among 200,000;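 active = inhibition above the campaign mean inhibition of all tested compounds plus 3 SD, cut at about 20% in these data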;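 also: 0% = DMSO wells given NPY plus isoproterenol and 100% = isoproterenol alone without NPY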
#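 Material: HEK293 Y1/CNG channel cell line; also added: NPY (25 nM), isoproterenol (1 µM), Ro 20-1724 (25 µM); doses: one concentration, 3.6 µM, in 0.4% DMSO; schedule: compound incubation 1 h at room temperature, readout 45 min post-stimulation; technique: membrane potential fluorescence; measure: fluorescence ratio normalized to % inhibition between controls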
# TRPN1 ag: zebrafish TRPN1 channel agonists, primary screen, cell-based, HEK293, calcium fluorescence | hit rate 0.18% among 220,000 | activation, % at 3 µM | transient receptor potential cation channel N1 (TRPN1/NompC), Danio rerio | HEK293 zebrafish TRPN1-YFP, Fluo-8 calcium fluorescence; 100% = response to 87 µM carbachol | AID 1424, 2008;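 active = activation above its plate's cutoff, the mean activation of test wells on that plate plus 3 SD, cut at about 19% in these data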;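 also: 0% = DMSO alone and 100% = 87 µM carbachol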
#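 Control set: carbachol 87 µM as high control, DMSO as low control; system: HEK293 stable line with zebrafish TRPN1-YFP; read-out: % activation versus carbachol response; detection: intracellular calcium fluorescence with Fluo-8; doses: single test compound dose, 3 µM nominal, 0.3% DMSO; schedule: dye 1 h 37 °C plus 30 min RT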
# NPY1 pot ag: NPY-Y1 receptor potentiators or agonists, primary screen, cell-based. Neuropeptide Y receptor type 1 (Homo sapiens), P25929. NPY-Y1 expressing cells, potentiator/agonist activation. activation, % at 3.6 µM. hit rate 0.37% among 220,000. AID 1304, 2008; in the data active = activation above about 33%, passing the limit was not always enough;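 also: cells stimulated with NPY at EC10 then isoproterenol at EC100; 0% = low agonist plus stimulus and 100% = saturating agonist plus stimulus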
# Active calls of the source: *; / = no result given; & = joins results of further samples; ! = not confirmed by another sample.
1: CCNc1cc2oc(=O)c(CN3CCOCC3)c(C)c2cc1C
2: COc1ccccc1N1CCN(CC(O)COc2cccc3ccccc23)CC1 (stereo not drawn)
3: CCN(C(=O)COC(=O)c1n[nH]c2ccccc12)C1CCS(=O)(=O)C1 (stereo not drawn)
4: COC(=O)Cc1[nH]nc2c1C1(CCSCC1)C(C#N)=C(N)O2
5: C[C@@H]1CN(CCCn2c3ccccc3c3ccccc32)C[C@H](C)N1
6: Oc1c(C(c2cccs2)N2CCN(c3ccccc3)CC2)sc2ncnn12 (stereo not drawn)
7: O=S(=O)(NCC1CCCO1)c1ccc(Cl)c(C(F)(F)F)c1 (stereo not drawn)
8: Cc1ccccc1SCC(=O)N1CCN(c2ccc(C(F)(F)F)cn2)CC1
Assay by compound,1,2,3,4,5,6,7,8
EP2 mod,33,-9&-32,0,15,/,-43,19,10
TRPML3 ag,2.6,0.2&0.0,0.7,0.5,2.9,0.1,0.4,0.7
NPY2 pot ag,6,66*!,9,6,5,2,-1,10
S1P4 agonist,6.3,-0.4&1.3,0.3,4.2,1.2,-0.8,-1.4,1.6
CHOP inhibitor,7,58&29&10,8,25,-4,28,-14,18
S1P4 antag,-2,-28&-4,-4,-19,7,-8,8,-3
NPY Y1 blocker,-9,-7&-3,2,-6,10,3,14,5
TRPN1 ag,2.4,-0.9&-0.7,-1.1,-0.8,3.5,-0.7,-1.3,1.6
NPY1 pot ag,-5,88*,7,1,-16,-10,-25,-7

9: C[C@H](CO)NC(=O)[C@@H]1C[C@H]1[C@@H](NP(=O)(c1ccccc1)c1ccccc1)c1ccccc1
10: CC(C)Cn1c(N2CCN(C(=O)c3cccs3)CC2)nc2ccccc21
11: CN(C(=O)CSc1nnnn1-c1ccccc1)C1CCS(=O)(=O)C1 (stereo not drawn)
12: CC(C)C(=O)N1CCN(c2ccc(NC(=O)c3ccc4c(c3)OCCO4)cc2Cl)CC1
13: Cc1ccccc1-n1c(C)cc(/C=C(\C#N)C(=O)NCC2CCCO2)c1C (stereo not drawn)
14: Cc1nnc(NC(=O)CCn2cnc3ccccc3c2=O)s1
15: COc1cccc(NC(=O)C2CCCN2C(=O)OCc2ccccc2)c1 (stereo not drawn)
16: CCOC(=O)c1ccc(-n2c(CN(CC)CC)nc3ccc([N+](=O)[O-])cc3c2=O)cc1
Assay by compound,9,10,11,12,13,14,15,16
EP2 mod,36,-8,10,-7,-10,24,10,14
TRPML3 ag,-0.8,-0.2,0.3,1.2,1.3,0.9,-0.6,0.3
NPY2 pot ag,0,5,-12,-4,-3,5,11,-4
S1P4 agonist,1.1,2.1,0.9,-1.9,2.4,-0.6,0.3,0.3
CHOP inhibitor,18,3,-17,24,-5,0,22,-6
S1P4 antag,2,5,-5,0,-7,-6,-7,7
NPY Y1 blocker,9,4,0,0,5,3,-1,2
TRPN1 ag,2.6,0.9,1.0,0.8,1.0,1.4,1.2,0.3
NPY1 pot ag,-16,-37,-7,-4,-5,17,18,-13

17: CCOc1ccccc1Nc1nc(-c2sc(NC(=O)c3ccc([N+](=O)[O-])cc3)nc2C)cs1
18: O=C(CCCc1c[nH]c2ccccc12)NCC1COc2ccccc2O1 (stereo not drawn)
19: Cc1ccc2c(c1)C(N1CCCC1=O)CC(c1ccco1)N2 (stereo not drawn)
20: COc1ccccc1N1CCN(C(=O)COc2ccc(S(=O)(=O)NC(C)(C)C)cc2)CC1
21: COCc1cc(C)nc(OCC(=O)N/N=C/c2ccc(O)cc2)c1C#N
22: O=C(Nc1ccccn1)C(=O)Nc1ccccn1
23: O=C(CN1CCN(c2ncccn2)CC1)N1CCCC1
24: Nc1nc(SCC(=O)c2cc(F)ccc2F)n[nH]1
Assay by compound,17,18,19,20,21,22,23,24
EP2 mod,20,-38,-36,13,-33,2,-1&44,-27
TRPML3 ag,1.1,0.7,0.5,1.6,-0.9,1.1,0.8,0.7
NPY2 pot ag,7,-5,-41,-17,0,0,6,5
S1P4 agonist,1.1,4.0,0.2,-0.2,-0.6,0.2,0.7,1.4
CHOP inhibitor,82*,2,38,-1,43,-8,15,-1
S1P4 antag,4,-10,-5,-9,-4,-9,-27,-12
NPY Y1 blocker,2,2,3,4,4,/,7,-3
TRPN1 ag,0.1,0.5,-0.7,3.5,-0.5,1.2,0.2,0.7
NPY1 pot ag,11,1,-23,-12,-24,0,7,-3

25: COc1ccc(/C=N/NC(=O)c2nn(-c3ccc(C)c(C)c3)c(=O)c3ccccc23)cc1
26: CCOc1ccc(C2C(C(=O)c3cccs3)=C(O)C(=O)N2Cc2cccnc2)cc1 (stereo not drawn)
27: O=c1c2c3nc4ccccc4nc3n(/N=C/c3ccncc3)c2ncn1-c1ccccc1
28: O=C(Nc1nccs1)c1ccc(N2C(=O)C3CCCCC3C2=O)cc1 (stereo not drawn)
29: CCCCn1cc(C(C)(C)C)c(C#N)c1NC(C)=O
30: COC(=O)c1nnn(-c2nonc2N)c1-c1cccs1
31: CCOC(=O)CSc1nc(-c2ccc(OC)cc2)ns1
32: COc1ccc(-c2nnc(SCC(=O)N3CCCCC3)o2)cc1OC
Assay by compound,25,26,27,28,29,30,31,32
EP2 mod,4,37,-5,-26,8,7,-1,9&-13
TRPML3 ag,0.4,-0.3,1.2,1.3,0.3,0.5,-1.1,0.7
NPY2 pot ag,-7,-2,-8,-7,3,-1,0,11
S1P4 agonist,1.3,0.4,1.1,3.1,-1.8,3.6,1.2,1.5
CHOP inhibitor,22,-13,-42,10,22,-1,42,16
S1P4 antag,-26,0,7,-18,-8,8,-17,-22
NPY Y1 blocker,9,5,/,-1,0,-4,4,3
TRPN1 ag,-0.2,-1.0,1.0,2.6,0.5,-0.4,-2.1,1.0
NPY1 pot ag,-24,-12,-9,14,-11,12,-16,14

33: CCN(CC)CCN=CC1=C(O)CNC1=O
34: COc1ccccc1N(CC(=O)NCc1ccc(F)cc1)C(=O)CCC(=O)Nc1ccccn1
35: C=CCN(CC=C)S(=O)(=O)c1ccc(NC(=S)NC(=O)/C=C/c2cccc3ccccc23)cc1
36: O=C(NNC(=O)c1cc2cc(OC(F)(F)F)ccc2[nH]1)c1cccc(C(F)(F)F)c1
37: C(=N\N(Cc1ccccc1)c1ccccc1)/c1ccco1
38: O=C(CSc1ccccn1)Nc1ccc2c(c1)OCCO2
39: O=C(O)COc1ccccc1Cc1ccccc1
40: Cc1ccc(-c2cc(C(=O)OCn3nnc4ccccc4c3=O)c3ccccc3n2)cc1
Assay by compound,33,34,35,36,37,38,39,40
EP2 mod,-5,1,-21,-28,47,1,33,19
TRPML3 ag,0.4,0.7,0.8,-0.1,0.1,0.2,-0.7,0.6
NPY2 pot ag,11,1,-4,-13,-3,-25,3,4
S1P4 agonist,0.4,2.2,1.5,1.4,1.1,-0.4,1.0,0.3
CHOP inhibitor,-4,12,-23,5,32,-27,-5,-23
S1P4 antag,4,-11,-12,-1,-2,13,-12,-25
NPY Y1 blocker,-1,2,0,/,4,/,6,-4
TRPN1 ag,2.1,-2.0,1.6,2.4,-0.5,0.8,0.1,-0.1
NPY1 pot ag,-17,21,4,15,-10,8,-7,0

# An excerpt from above, reduced to S1P4 agonist.
nr | Molecule | S1P4 agonist
36 | O=C(NNC(=O)c1cc2cc(OC(F)(F)F)ccc2[nH]1)c1cccc(C(F)(F)F)c1 | 1.4
37 | C(=N\N(Cc1ccccc1)c1ccccc1)/c1ccco1 | 1.1

# Record cards, as listed above.
# Profile of O=C(NNC(=O)c1cc2cc(OC(F)(F)F)ccc2[nH]1)c1cccc(C(F)(F)F)c1 = EP2 mod: -28; TRPML3 ag: -0.1; NPY2 pot ag: -13; S1P4 agonist: 1.4; CHOP inhibitor: 5; S1P4 antag: -1; NPY Y1 blocker: /; TRPN1 ag: 2.4; NPY1 pot ag: 15
# Profile of Cc1ccc2c(c1)C(N1CCCC1=O)CC(c1ccco1)N2 (stereo not drawn) = EP2 mod: -36; TRPML3 ag: 0.5; NPY2 pot ag: -41; S1P4 agonist: 0.2; CHOP inhibitor: 38; S1P4 antag: -5; NPY Y1 blocker: 3; TRPN1 ag: -0.7; NPY1 pot ag: -23
# Profile of COc1ccc(/C=N/NC(=O)c2nn(-c3ccc(C)c(C)c3)c(=O)c3ccccc23)cc1 = EP2 mod: 4; TRPML3 ag: 0.4; NPY2 pot ag: -7; S1P4 agonist: 1.3; CHOP inhibitor: 22; S1P4 antag: -26; NPY Y1 blocker: 9; TRPN1 ag: -0.2; NPY1 pot ag: -24

# The list goes on.
41: O=C(O)CCn1c(C(=O)O)cc2sccc21
42: COc1cc2nc(CN(C)Cc3ccc(OC)c(OC)c3OC)[nH]c(=O)c2cc1OC
43: CC(C)CN1CCNC(=O)C1CC(=O)N(C)CC1CCOCC1 (stereo not drawn)
44: NC1=C(Br)C(=O)c2ccccc2C1=O
45: O=C(COc1ccc(Br)cc1)OCc1nnc(-c2ccccc2)o1
46: c1ccc(-c2nnc(C(c3ccccc3)c3ccccc3)o2)cc1
47: CCOC(=O)c1c(C)[nH]c(C)c1C(=O)COC(=O)c1ccc(O)cc1
48: O=C(COC(=O)Cc1ccc(Cl)cc1Cl)Nc1ccc(OC(F)F)cc1
49: O=C(NC(=S)Nn1cnc2c(cnn2-c2ccccc2)c1=O)c1ccccc1
50: COc1ccc(NC(=O)CSc2nc3[nH]ncc3c(=O)n2-c2ccccc2OC)cc1OC
51: O=C(O)CSc1ncnc2c1oc1ccccc12
Assay by compound,41,42,43,44,45,46,47,48,49,50,51
EP2 mod,-5,-44,-9,-23,-7,34,-9,0,15,5,14
TRPML3 ag,1.0,0.3,0.7,0.3,0.6,-0.8,0.7,-1.0,0.8,0.4,0.1
NPY2 pot ag,-5,1,-8,-22,-14,3,14,-1,-2,-5,-11
S1P4 agonist,-2.2,1.2,0.9,0.6,0.9,0.4,0.8,-1.2,2.2,0.4,3.5
CHOP inhibitor,-27,-3,23,4,31,20,6,22,13,-12,-11
S1P4 antag,1,-6,-1,11,3,-4,-13,-17,-7,2,-1
NPY Y1 blocker,0,0,12,/,3,3,-2,2,-4,-3,7
TRPN1 ag,1.7,0.0,0.5,0.1,-0.6,-0.8,0.5,-2.2,-1.0,-0.3,2.0
NPY1 pot ag,8,18,8,-9,-8,-11,-8,-23,-4,3,-4
